PP1 counter: PP1-alpha phosphatase inhibitors, primary screen, counter-screen for PP5 inhibitor project, biochemical, fluorescence, OMFP substrate, single point | AID 2235, 2010 | 320,000 compounds, 0.9% hits | inhibition, % at 6.7 µM | purified PP1alpha | Serine/threonine-protein phosphatase PP1-alpha catalytic subunit (Homo sapiens), P62136;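 active = inhibition above the mean inhibition of all tested compounds plus 3 SD, computed separately for each screening campaign, cut at about 15% in these data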
TPT1 inh: Candida albicans TPT1 enzyme inhibitors, primary screen, biochemical, fluorescence polarization; recombinant caTPT1, FP RNA substrate dephosphorylation; inhibition, % at 5 µM; 300,000 compounds, 0.81% hits; AID 1962, 2009;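 active = inhibition above the mean of all tested compounds plus 3 SD, set per screening campaign, cut at about 24% in these data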;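 note: plate controls were DMSO alone for no effect and ferristatin control at 100 nM for full effect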
procasp3 activ: activators of human procaspase-3 D3A mutant, primary screen, biochemical, absorbance, PC-3 D3A mutant, single concentration; activation, % at 8.5 µM; AID 463141, 2010; Caspase-3 (Homo sapiens), P42574; 330,000 compounds, 0.11% hits; recombinant procaspase-3 D3A, Ac-DEVD-pNA absorbance 405 nm;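 active = activation above the mean of all tested compounds plus 3 SD, cut at about 21% in these data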;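 note: 0% = DMSO alone and 100% = DMSO wells spiked with extra 5 µM PC-3 D3A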
Target sequence (P42574 whole entry D9A/D28A/D175A): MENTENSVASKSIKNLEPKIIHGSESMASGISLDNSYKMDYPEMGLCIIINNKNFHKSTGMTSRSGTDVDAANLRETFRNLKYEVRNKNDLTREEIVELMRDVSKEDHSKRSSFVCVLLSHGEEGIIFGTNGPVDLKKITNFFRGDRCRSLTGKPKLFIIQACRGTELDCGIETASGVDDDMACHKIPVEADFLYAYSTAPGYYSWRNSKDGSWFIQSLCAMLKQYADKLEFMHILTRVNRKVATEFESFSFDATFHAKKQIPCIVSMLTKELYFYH
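material = Procaspase-3 D3A mutant | probe or stimulus = Ac-DEVD-pNA | compound = single dose, 8.5 µM nominal compound, 0.8% DMSO | timing = 1 h preincubation, 2 h reaction | measured by = 405 nm absorbance of p-nitroaniline, reads at 0 and 120 min | benchmarks = DMSO-only low control, 5 µM PC-3 D3A high control | repeats = singlicate, each compound tested once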
GASC-1 inh: inhibitors of GASC-1 histone demethylase, primary screen, biochemical, fluorescence, DELFIA europium; Lysine-specific demethylase 4C (Homo sapiens), Q9H3R0; GST-JMJD2C(1-420) H3K9me3 demethylation; inhibition, % at 2.35 µM; 330,000 compounds, 0.069% hits;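 active = more than half of a compound's replicate wells show inhibition beyond 50%, single wells judged on their own value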;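 note: signal counts dimethyl H3K9 product captured on neutravidin plate; 0% = median of DMSO wells and 100% = 0.3 times that DMSO median; strong numbers were not always called active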
Target sequence (Q9H3R0 1-420 limits assumed): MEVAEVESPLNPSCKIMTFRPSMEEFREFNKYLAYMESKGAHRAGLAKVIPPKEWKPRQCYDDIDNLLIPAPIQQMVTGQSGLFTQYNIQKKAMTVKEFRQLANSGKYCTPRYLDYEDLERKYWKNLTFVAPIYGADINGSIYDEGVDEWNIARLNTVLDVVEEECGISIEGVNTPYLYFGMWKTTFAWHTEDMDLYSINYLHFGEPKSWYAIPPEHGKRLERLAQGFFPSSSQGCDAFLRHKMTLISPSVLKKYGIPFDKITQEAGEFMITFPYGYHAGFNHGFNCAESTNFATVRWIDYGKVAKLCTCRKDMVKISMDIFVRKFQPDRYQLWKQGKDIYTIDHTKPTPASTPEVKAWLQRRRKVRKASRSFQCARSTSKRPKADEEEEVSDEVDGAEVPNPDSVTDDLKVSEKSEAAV
procasp7 counter: procaspase-7 activators, primary screen, counter-screen for procaspase-3 activator project, biochemical, absorbance, HTS, human; Caspase-7 (Homo sapiens), P55210; 330,000 compounds, 0.093% hits; recombinant procaspase-7, Ac-DEVD-pNA absorbance 405 nm; D23A/D198A/D206A triple mutant, cannot self-cleave; scale: DMSO 0, 5 µM enzyme 100; activation, % at 8.5 µM;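 active = percent activation above the screen-wide mean plus 3 SD, cut at about 25% in these data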
Target sequence (P55210 whole entry D23A/D198A/D206A): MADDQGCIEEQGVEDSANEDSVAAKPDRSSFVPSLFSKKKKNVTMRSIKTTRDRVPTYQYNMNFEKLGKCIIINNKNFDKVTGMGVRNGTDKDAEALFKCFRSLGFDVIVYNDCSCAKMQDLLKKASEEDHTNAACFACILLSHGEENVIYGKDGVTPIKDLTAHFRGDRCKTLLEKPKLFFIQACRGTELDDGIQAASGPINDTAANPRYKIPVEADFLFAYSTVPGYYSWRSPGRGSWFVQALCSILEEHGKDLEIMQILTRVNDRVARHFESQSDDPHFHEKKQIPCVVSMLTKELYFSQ
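System: Procaspase-7 triple mutant (PC-7 D3A); measure: % activation from two-timepoint absorbance difference, scaled to controls; times: 1 h compound preincubation, 2 h substrate cleavage, 25 °C; also added: Ac-DEVD-pNA substrate, 400 µM as added; measured by: Epi-absorbance of released pNA at 405 nm, two timepoints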
Fh CTSL1 inh: Fasciola hepatica cathepsin L1 inhibitors, primary screen, counter-screen for PFM18AAP inhibitor project, biochemical, QFRET, fluorogenic peptide substrate; recombinant F. hepatica cathepsin L1, Z-Leu-Arg-MCA fluorescence; inhibition, % at 5.96 µM; AID 1906, 2009; 300,000 compounds, 0.49% hits;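 active = inhibition above the mean of all tested compounds plus 3 SD, set per screening campaign, cut at about 17% in these data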;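 note: 0% = plate median of test compound wells and 100% = 1 µM Z-Phe-Ala-diazomethylketone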
core dimer inh: inhibitors of HCV core protein dimerization, primary screen, biochemical, TR-FRET, high-throughput; 300,000 compounds, 0.33% hits; inhibition, % at 5 µM; AID 1899, 2009; TR-FRET GST/Flag-core106 dimerization, 1536-well;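 active = inhibition above the mean of all tested compounds plus 3 SD, set per screening campaign, cut at about 45% in these data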
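Test system: GST/Flag-tagged HCV core106 proteins; Medium: KF-containing HEPES buffer, pH 7.45, DTT, CHAPS, BSA; Times: compound-protein-antibody incubation 4 h at 22.5 °C; Detection: TR-FRET 671 and 617 nm emission; Benchmarks: wells lacking GST-core106 and wells with excess unlabelled core106.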
PP5 inh: PP5 phosphatase inhibitors, primary screen, biochemical, fluorescence | Serine/threonine-protein phosphatase 5 (Homo sapiens), P53041 | purified PP5c, OMFP substrate fluorescence | inhibition, % at 6.7 µM | 320,000 compounds, 0.18% hits | AID 1987, 2009;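 active = inhibition above the campaign's mean inhibition across all tested compounds plus 3 SD, cut at about 9.5% in these data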;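 note: 0% = DMSO only and 100% = 100 µM cantharidin control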
Efflux pump mplx: inhibitors of Candida efflux pumps in yeast, primary screen, S. cerevisiae, Nile Red, multiplex; AID 485275, 2010; inhibition, % at 10 µM; S. cerevisiae Candida pump triplex; 330,000 compounds, 0.44% hits;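 active = plate passing quality check with inhibition over a set limit, or well fluorescence over plate mean plus 4 SD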;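 note: Nile Red retained in pooled yeast measured as flow cytometry median fluorescence; 0% = buffer negative control and 100% = Enniatin B positive control; higher means more Nile Red kept so more efflux inhibition; some compounds called inactive have numbers as strong as hits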
Active calls of the source: *; . = not tested or not shown; & = joins results of further samples.

no.	structure	PP1 counter	TPT1 inh	procasp3 activ	GASC-1 inh	procasp7 counter	Fh CTSL1 inh	core dimer inh	PP5 inh	Efflux pump mplx
1	CC(=O)c1sc(-c2ccc(F)cc2)cc1NS(=O)(=O)c1ccccc1	-3.9	-0.9	-2.1	10.6	1.4	-2.4	6.3	4.3	0.1
2	O=C(CN(c1ccc(F)cc1)S(=O)(=O)c1ccc2c(c1)OCCO2)NCC1CCCO1 (stereo not given)	-3.0	0.8	9.0	48.5&-1.2	-1.3	-1.0	2.8	-0.7	0.1
3	Nc1nc(Nc2ccccc2F)nc(NC2CCCCC2)c1[N+](=O)[O-]	1.3	2.0	-6.3	21.8	-2.2	0.1	3.8	0.9	0.5
4	CC(OC(=O)CCc1nc2ccccc2c(=O)[nH]1)C(=O)NC1CCCC1 (stereo not given)	-3.3	-2.2	4.3	11.0	-5.3	-1.6	-22.2	-2.2	-0.1
5	CCc1ccc(OCC(O)CN2CCN(c3ccccc3)CC2)cc1 (stereo not given)	-2.3	1.0	1.3	4.6	-6.7	-1.1	-8.6	4.5	0.1
6	O=C(Nc1ccc(Cl)c(S(=O)(=O)N2CCOCC2)c1)c1ccccc1-c1ccc(C(F)(F)F)cc1	7.8	-2.8	-0.2	-4.1	0.8	5.5	17.8	4.2	-0.3
7	O=C(NC(=S)NCCN1CCOCC1)c1ccccc1Br	0.4	-1.7	-1.7	-6.5	1.9	2.9	-0.9	-1.3	1.2
8	CC(=O)N1c2ccc(S(=O)(=O)N3CCC(C(=O)N4CCN(c5ccccc5F)CC4)CC3)cc2CC1C (stereo not given)	0.0	6.5	-4.8	3.2	1.4	-5.9	-0.9	3.8	-0.1
9	Cc1ccc(C(=O)Nc2ccc(N3CCOCC3)c3nonc23)cc1[N+](=O)[O-]	-2.2	3.2	-3.4	-22.0	-0.2	0.8	19.6	-1.0	0.1
10	CCCc1nc2sc3ccccc3c(=O)c2c(=O)n1CCOC	6.1	-0.7	-0.3	5.5	-0.8	5.4	-0.8	0.8	0.0
11	N#Cc1nnn2c1nc(N)c1c(F)cccc12	-1.4	1.1	2.5	-3.0	-3.0	3.6	-4.2	-0.8	-0.1
12	NCCSC1CC(=O)N(Cc2ccc(F)cc2)C1=O (stereo not given)	0.9	-3.2	7.6	2.8	-34.0	-2.4	-3.9	-0.4	-0.1
13	O=C(Cn1c2ccccc2c(=O)c2ccccc21)N/N=C/c1cc([N+](=O)[O-])ccc1N1CCCCCC1	3.5	15.9	-3.1	-6.1	0.9	2.2	65.2*	2.5	0.1
14	Cc1ccc(/C=C/C(=O)NCCc2cccc(Cl)c2)o1	1.5	2.7	-26.5	-3.1	-26.8	10.9	4.4	-0.5	0.2
15	NC(=O)CSc1nnc(Cc2ccc3c(c2)OCO3)o1	0.2	-0.8	-4.6	6.7	8.1	8.0	2.5	-1.3	-0.1
16	CCOC(=O)C1(Cc2ccc(OC)cc2)CCN(C(=O)CCN2CCCC2=O)CC1	-3.7	-1.3	-0.3	0.2	5.3	1.5	-0.9	1.1	0.1
17	CCCS(=O)(=O)c1nc(S(=O)(=O)c2ccc(C)cc2)c(N2CCN(CCO)CC2)s1	4.6	-5.2	-3.4	5.3	-4.2	8.3	-16.4	-5.5	0.1
18	CCN(CC)C(=O)Cn1cc(C(=O)C(=O)N2CCc3ccccc32)c2ccccc21	-0.4	-0.2	-0.3	-6.2	0.9	-10.8	-0.5	-0.6	0.2
19	O=C(O)C1C2C=CC(O2)C1C(=O)Nc1ccc(S(=O)(=O)N2CCc3ccccc32)cc1 (stereo not given)	3.2	-0.2	-2.5	11.4	-8.6	-1.6	2.4	16.7*	-0.2
20	CC(C)C[C@H](NC(=O)c1nc[nH]c1C(=O)NC(c1ccccc1)c1ccccc1)C(=O)OC(C)(C)C	8.8	2.9	-3.3	-29.7	-8.3	-5.1	-0.3	0.2	.

Additional compounds follow.
no.	structure	PP1 counter	TPT1 inh	procasp3 activ	GASC-1 inh	procasp7 counter	Fh CTSL1 inh	core dimer inh	PP5 inh	Efflux pump mplx
21	CCc1ccc(Oc2nnnn2-c2ccc(C(N)=O)cc2)cc1	-2.5	3.9	0.5	31.5	7.8	0.7	3.0	1.0	0.0
22	C=CCOc1ccc(C2NC(=O)c3ccccc3O2)cc1OCC (stereo not given)	0.3	-1.0	3.3	4.6	-1.1	1.0	9.6	2.0	0.0
23	CCOC(=O)c1c(NC(=O)c2nn(CC)cc2Br)c(C#N)cn1-c1ccccc1	3.4	1.8	7.5	-16.7	1.2	9.2	5.9	-0.3	-0.4
24	CN(C)/C=C1\SC(=S)N(c2ccc(F)cc2)C1=O	-2.7	-0.6	-0.2	33.6	-10.4	1.7	2.8	0.4	0.0
25	Cc1cc(C(=O)COc2ccc3ccc(=O)oc3c2)c(C)n1Cc1cccs1	4.1	2.2	-12.0	-1.6	-1.9	4.8	12.2	1.7	0.0
26	O=C(c1cc(-c2ccco2)on1)N1CCN(C(c2ccccc2)c2ccccc2)CC1	19.4*	-0.3	-0.1	9.8	-2.9	2.4	13.3	2.7	-0.1
27	Cc1ccc(/C=N/N2CCN(c3ccc(Cl)cc3)CC2)o1	-5.0	-2.4	1.2	.	-9.1	1.1	6.2	-0.9	0.1
28	Cc1ccc(CNC(=O)c2ccc(N3CCC4(CC3)CC(c3cccc(Br)c3)=NO4)c([N+](=O)[O-])c2)cc1	12.6	-1.5	0.1	6.3	1.8	1.0	36.0	2.0	-0.1
29	CCOC(=O)Cc1c(C)nc2cc(-c3ccc(Cl)cc3)[nH]n2c1=O	0.1	-6.4	5.0	-1.9	-1.4	5.0	-2.6	3.0	-0.3
30	CCN(CC(=O)Nc1ccccc1C(F)(F)F)C(=O)Cc1ccc2c(c1)CCC2	-1.9	.	-1.5	.	-0.2	.	.	0.1	0.2
31	O=C(O)Cc1ccc2oc(-c3cccnc3)nc2c1	5.6	-9.5	4.1	44.3	-7.6	-1.5	-7.7	2.9	0.0
32	Cc1nn(C)c(Cl)c1CN1CCC(CO)(CCOc2ccccc2)CC1	-0.5	0.3	-1.0	-2.6	13.0	3.4	2.7	-0.1	0.0
33	COc1ccc(OC)c(NC(=O)CSc2ccc3nnc(-c4ccccn4)n3n2)c1	-1.9	-1.7	1.7	4.0	-3.3	4.4	13.9	1.5	-0.1
34	COc1ccc(N2CCN(C(=O)c3sc4ncn(CC(=O)N5CCCCC5)c(=O)c4c3C)CC2)cc1	-2.3	-1.1	0.4	-9.9	-9.7	0.2	7.0	-0.4	0.0
35	CC1CCN(CC(=O)Nc2nccs2)CC1	-3.1	0.1	-2.1	-0.9	4.6	-10.8	0.6	-0.9	-0.1
36	O=C(NC1CC1)C1CCN(C2CCN(Cc3ccccc3C(F)(F)F)CC2)CC1	-4.4	-0.9	4.4	0.4	6.6	-4.2	-0.8	0.3	-0.1
37	Cc1ccccc1CN1CCN(C(=O)c2ccc(S(=O)(=O)NCc3ccco3)cc2)CC1	-4.1	.	0.6	1.0	2.7	.	.	1.3	0.0
38	COc1cccc(C(=O)COc2cccc(NC(=O)c3ccco3)c2)c1	-2.9	-0.6	3.0	0.3	4.1	0.3	-2.2	1.5	0.1
39	COc1ccc2nc(NCc3ccccc3)[nH]c2c1	1.8	-2.0	-0.6	9.7	14.0	-0.4	-9.4	-0.6	-0.2
40	O=C(/C=C/c1ccc(Cl)cc1)NC(=S)Nc1ccc(N2CCOCC2)c(Cl)c1	-3.7	-0.2	-10.1	3.4	-11.9	-0.6	9.5	1.5	0.2

Later entries.
no.	structure	PP1 counter	TPT1 inh	procasp3 activ	GASC-1 inh	procasp7 counter	Fh CTSL1 inh	core dimer inh	PP5 inh	Efflux pump mplx
41	CCN(CC1CCCO1)C(=O)CCc1nnc(CCc2ccc(OC)cc2)o1 (stereo not given)	-12.8	-0.6	4.0	-7.2	6.6	7.3	-2.8	1.3	-0.1
42	CCOC(=O)C1CCN(C(=O)COc2ccc([N+](=O)[O-])cc2)CC1	-3.9	-0.2	-8.6	3.9	5.1	-1.5	1.0	-2.0	-0.3
43	NC(=O)C1CCN(c2nc(-c3ccccc3N)cs2)CC1	.	.	-3.9	-32.1	-10.0	.	.	.	-0.4
44	O=C(NC1CCCC1)c1ccc(Cl)s1	-1.6	-3.1	-0.8	0.2	1.5	0.6	-2.9	-0.1	2.9
45	O=C1CCCN1CC(O)CS(=O)(=O)c1ccc(Cl)cc1 (stereo not given)	-4.7	-1.4	1.0	1.2	1.8	-2.1	1.2	-1.6	0.0
46	O=C(CN1C(=O)/C(=C/c2ccccc2)SC1=S)Nc1ncc(Cc2ccccc2)s1	22.2*	0.1	-8.5	0.5	-7.1	3.7	53.5*	2.6	0.2
47	COc1ccccc1NC(=S)NNC(=O)c1c(Cl)c(C)nn1C	1.4	0.9	-1.4	2.7	3.0	7.5	-3.7	2.4	-0.1
48	CCOC(=O)c1[nH]c(C)c(C(=O)OCC(=O)N2CCCCC2C)c1C (stereo not given)	1.8	-0.4	4.8	-3.0	7.1	-4.0	6.3	1.9	0.1
49	CCC1=Nc2cc(C(=O)NCCCN3CCOCC3)ccc2Sc2ccccc21	1.4	-3.7	1.4	10.0	6.7	-6.5	-4.3	-0.2	0.0

Screening data: PubChem, several laboratories
